Screening data as filed in PubChem.
esBAF inh – Bmi1 luciferase reporter increase in mESCs, primary screen, esBAF inhibitor project, mouse ES cells, Bmi1 luciferase knock-in, single point | 24 h; 100% = twice the neutral-well signal | reporter increase, % at 12.5 µM | 350,000 tested, 2% active | AID 602393, 2012; in the data active = activation above about 40%; inconclusive = no clear call, values can overlap the other calls;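 note: 0% = median of the plate's neutral control wells and 100% = double that signal; a rise in the Bmi1 reporter signal indicates esBAF inhibition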
FN deposit inh – inhibitors of fibronectin matrix deposition, primary screen, AH1F cells, Alexa488-fibronectin fluorescence, plate reader | 350,000 tested, 0.086% active | AH1F fibroblasts, overnight | inhibition, % at 12.6 µM;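 active = mean inhibition across replicates of 30% or more, regardless of how many single replicates reach that level; inconclusive = mean under 30% yet at least half of replicates reach 30%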;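 note: positive control wells lacked labelled fibronectin entirely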
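Assay system: AH1F fibroblast monolayer, labelled fibronectin deposition. Amount: 10000 cells per well. Also added: labelled fibronectin 24 nM. Compound: single-point pinned compound. Incubation: cell attachment 1 h, compound and FN exposure overnight. Detection: fluorescence after three HBSS washes, excitation 485 nm, emission 525 nm. Read-out: inhibition of fibronectin deposition signal.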
RAD54 branch – inhibitors of human RAD54 branch migration, primary screen, biochemical, fluorescence, single point. RAD54 Holliday junction branch migration, FAM/BHQ fluorescence. DNA repair and recombination protein RAD54-like (Homo sapiens), Q92698. 360,000 tested, 0.14% active. inhibition, % at 10.4 µM;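 active = mean normalized replicate activity at least 40 and at least half of replicates scoring 40 or more; inconclusive = only one of the two criteria met; inactive = mean below 40 and under half of replicates reaching 40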;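 note: 0% = median of neutral control wells and 100% = median of positive control wells; inhibitors cause a drop in the FAM fluorescence signal; in these data hits start at about 50%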
Target sequence (Q92698 whole entry, looked up): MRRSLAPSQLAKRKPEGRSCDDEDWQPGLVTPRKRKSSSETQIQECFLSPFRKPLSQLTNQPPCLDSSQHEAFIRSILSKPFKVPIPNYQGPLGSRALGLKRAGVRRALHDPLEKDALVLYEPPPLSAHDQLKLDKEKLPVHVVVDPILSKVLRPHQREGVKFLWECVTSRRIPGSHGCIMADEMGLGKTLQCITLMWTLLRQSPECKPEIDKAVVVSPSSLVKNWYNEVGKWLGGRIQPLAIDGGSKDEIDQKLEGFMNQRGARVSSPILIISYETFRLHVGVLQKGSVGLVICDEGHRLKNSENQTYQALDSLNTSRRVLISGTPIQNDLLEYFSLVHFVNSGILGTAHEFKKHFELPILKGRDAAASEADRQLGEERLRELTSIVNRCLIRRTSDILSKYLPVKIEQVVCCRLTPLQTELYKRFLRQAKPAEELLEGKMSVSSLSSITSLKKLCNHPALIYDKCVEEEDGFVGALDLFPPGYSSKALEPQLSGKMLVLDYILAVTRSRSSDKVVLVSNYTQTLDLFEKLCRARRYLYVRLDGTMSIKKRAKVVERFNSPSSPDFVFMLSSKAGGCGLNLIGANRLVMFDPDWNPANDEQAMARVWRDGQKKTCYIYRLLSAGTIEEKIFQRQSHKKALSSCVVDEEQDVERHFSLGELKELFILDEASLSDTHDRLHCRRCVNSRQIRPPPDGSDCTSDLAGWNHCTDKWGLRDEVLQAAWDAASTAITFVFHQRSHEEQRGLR
* marks the source's active call; other numbers are inactive results; u = inconclusive. Only part of the results is shown; the hit share may differ from the screen's.

SMILES | esBAF inh | FN deposit inh | RAD54 branch
Cc1c(CN(C)C(=O)CSc2nc(-c3ccco3)cc(C(F)(F)F)n2)cnn1C | -3 | -15 | -3
CC(=O)N(CCCCN1C(=O)c2ccccc2C1=O)c1ccc(C)cc1 | -7 | 1 | 1
CO/N=C/c1ccc(N2CCN(C(=O)c3ccc(Cl)cc3Cl)CC2)c([N+](=O)[O-])c1 | 5 | -5 | -3
CCC(=O)Nc1nc2nc(-c3ccccc3)cc(-c3ccccc3)n2n1 | 1 | -4 | 20
Cc1ccc(CCNC(=O)CCNS(=O)(=O)c2ccc3c(c2)c(=O)n(C)c(=O)n3C)cc1 | 5 | -11 | -1
O=C(NC(Cc1ccccc1)C(=O)NCc1ccccn1)c1ccco1 (centres undefined) | -3 | 0 | 5
Cc1ccccc1C(=O)NC1CCN(Cc2nnnn2C2CCCC2)CC1 | 1 | 2 | 12
Cc1ccc(Cn2ncc3c(N4CCN(Cc5ccc(Cl)cc5)CC4)ncnc32)cc1 | 0 | 1 | 6
O=C(O)c1cccc(-c2nnn(Cc3ccccc3Cl)n2)c1 | -28 | 3 | -14
O=S(=O)(c1ccc(S(=O)(=O)N2CCCN(Cc3ccccc3)C2)cc1)N1CCCCCC1 | -1 | -6 | 3
O=C(NCCc1ccccc1)C1CCCN1C(=O)Nc1ccc(F)cc1 (centres undefined) | 6 | -5 | 2
CCn1c(SCc2ccc(C)cc2)nnc1C1CCN(S(=O)(=O)c2ccc(OC)cc2)CC1 | 4 | -1 | 1
CCN1CCN(C(c2cc3cccc(C)c3[nH]c2=O)c2nnnn2Cc2ccccc2)CC1 (centres undefined) | -2 | 7 | 8
CCC(c1nnnn1C(C)(C)CC)N(CCN1CCOCC1)Cc1cc2cc(C)ccc2[nH]c1=O (centres undefined) | 11 | 2 | 5
Cc1ccc2[nH]c(=O)c(C(c3nnnn3CC3CCCO3)N3CCCc4ccccc43)cc2c1 (centres undefined) | 11 | -4 | -8
Cc1ccc(-n2nnnc2SCC(=O)NCCC2=CCCCC2)c(C)c1 | -3 | -9 | 6
O=C(Nc1ccc(OC(F)(F)F)cc1)c1n[nH]c(Cn2cncn2)n1 | 7 | 2 | 9
CCOC(=O)N1CCN(C2=NC3(CCCCC3)C(C#N)C(=O)N2)CC1 (centres undefined) | -10 | 10 | -1
CCC(C)c1ccc(O)c(/C=N/O)c1 (centres undefined) | 16 | -3 | 5
O=C(Nc1ccccc1C(=O)OCn1nnc2ccccc2c1=O)c1ccco1 | 1 | -5 | -9
CCn1ncc(C2=NOC(C(=O)NCc3ccccc3)C2)c1C (centres undefined) | 3 | 5 | -1
O=C(O)c1ccc(NCc2ccc3c(c2)OCO3)cc1 | 9 | 0 | -28
Cc1ccccc1OCC(=O)NC(=S)Nc1ccc2c3c(cccc13)CC2 | -6 | -1 | 0
Cc1ccc(-n2c(C)cc(C(=O)CSc3nnnn3C)c2C)cc1 | 27 | -1 | -11
O=S(=O)(c1cccs1)N1CCN(c2ncccn2)CC1 | 0 | -11 | -23
CC(=O)C(N=Nc1ccccc1)(Sc1nnc(-c2ccccc2)n1-c1ccccc1)C(C)=O | -1 | -4 | -3
CCOC(=O)CSc1ncc(OC)c(=O)[nH]1 | -4 | 4 | 10
CS(=O)(=O)N(Cc1ccccc1)c1ccc(C(=O)NCc2ccccc2)cc1 | -7 | 4 | 8
Cc1ccc(S(=O)(=O)Nc2ccc(S(=O)(=O)NC(C)(C)C)cc2)cc1 | -7 | -9 | 2
N/C(=N\OC(=O)c1ccc(Cl)c(Cl)c1)c1ccccn1 | -35 | 5 | -4
Fc1ccccc1Sc1ccccc1CNC1=NCCN1 | -3 | -3 | 4
O=C(c1ccccc1C(=O)N1CCN(c2ccc(F)cc2)CC1)N1CCN(c2ccc(F)cc2)CC1 | 5 | -11 | 4
COc1ccc(-c2noc(CCCOc3ccc(Cl)cc3Cl)n2)cc1 | -5 | 1 | -3
N#CCCn1cc(C(CC(=O)c2ccccc2)C(=O)O)c2ccccc21 (centres undefined) | 4 | 2 | 1
Cn1c(=O)c(C(=O)Nc2ncccc2O)c(O)c2ccccc21 | 36 | 3 | -1
COC(=O)c1cn(CC(=O)NCc2ccco2)c2ccccc12 | 9 | 31* | 2
Cc1nc(N2CCOCC2)[nH]c(=O)c1CCC(C)C | -1 | 13 | -7
CCC(=O)Nc1nc2ccccc2n1CCN(CC)CC | -9 | 2 | -14
CCn1c(CC(C)C)n[nH]c1=S | -4 | -2 | 10
CCOc1ccc(OCCCCN2CCCC2)cc1 | -12 | -3 | 4

Some of the entries so far, as tab-separated lines.
mol	esBAF inh	FN deposit inh	RAD54 branch
O=C(Nc1ccccc1C(=O)OCn1nnc2ccccc2c1=O)c1ccco1	1	-5	-9
CCn1ncc(C2=NOC(C(=O)NCc3ccccc3)C2)c1C (centres undefined)	3	5	-1
O=C(O)c1ccc(NCc2ccc3c(c2)OCO3)cc1	9	0	-28
Cc1ccccc1OCC(=O)NC(=S)Nc1ccc2c3c(cccc13)CC2	-6	-1	0
Cc1ccc(-n2c(C)cc(C(=O)CSc3nnnn3C)c2C)cc1	27	-1	-11
O=S(=O)(c1cccs1)N1CCN(c2ncccn2)CC1	0	-11	-23

The list continues.
SMILES | esBAF inh | FN deposit inh | RAD54 branch
CCOc1ccc(Nc2oc(-c3ccc(Cl)cc3)nc2C#N)cc1 | 67* | -4 | -4
COc1ccc(N2C(=O)CC(Nc3ccc(C)cc3)C2=O)cc1 (centres undefined) | 4 | -49 | -5
CCN(CC)C(=O)CSc1nnc(SCc2ccc(Cl)cc2)s1 | -4 | -5 | 10
CCC(C)NS(=O)(=O)c1ccc(OCC(=O)N2CCCCC2)cc1 (centres undefined) | 0 | -12 | 5
Cc1cc2c(c(=O)n1Cc1ccc3c(c1)OCO3)C(c1cccnc1)C(C#N)=C(N)O2 (centres undefined) | -1 | 5 | 0
CCOC(=O)C1(S(=O)(=O)c2ccc(Cl)cc2)CCN(Cc2ccc(C)cc2)CC1 | -5 | -6 | 4
CC(C)(C)c1ccc(OCC(=O)OCCNC(=O)c2cccnc2)cc1 | -8 | -2 | -7
O=C(CCCn1cnc([N+](=O)[O-])n1)Nc1ccc(Cl)c(Cl)c1 | 2 | -5 | -9
CCn1c2ccccc2c2nnc(SCC(=O)Nc3ncccn3)nc21 | 5 | 10 | 0
CCOC(=O)C1C(=O)CC(C)(O)C(C(=O)OCC)C1c1ccc(OC)cc1 (centres undefined) | -3 | 0 | -12
COc1ccccc1NC1C=CS(=O)(=O)C1 (centres undefined) | -6 | 2 | -2
COc1cc(NC(=O)c2ccccc2)cc(OC)c1 | 65* | -15 | 0
O=C(CCC(=O)N1CCc2ccccc2C1)N1CCN(S(=O)(=O)c2ccccc2)CC1 | -7 | 15 | 0
CCOC(=O)c1c(C)n(C)c2ccc(OC(C)C(=O)OC)cc12 (centres undefined) | 8 | -14 | -3
COc1ccc(-c2nnc(-c3cccs3)o2)cc1OC | 28 | -2 | -7
CC(CCc1ccccc1)NC(=O)c1ccc(C(=O)NC(C)CCc2ccccc2)cc1 (centres undefined) | 7 | 12 | -3
O=C(Cn1nc(-c2ccccc2)ccc1=O)NCC1CCCO1 (centres undefined) | -9 | -4 | -1
Cc1ccc2occ(CN3CCN(c4ccccc4)CC3)c(=O)c2c1 | 5 | -4 | 9
CCOc1ccc(OCC)c(NC(=O)CN2CCN(C(=O)c3ccco3)CC2)c1 | 0 | 8 | -24
Cc1cccc(C)c1NC(=O)CSc1nc2ccccc2c(=O)[nH]1 | -9 | -6 | 4
O=C(Nc1ccc2c(c1)OCO2)NC1(C(F)(F)F)Oc2ccccc2O1 | u | -6 | 2
Cc1ccc(-c2nc3ncccn3c2NC2CCCC2)o1 | 2 | -3 | 1
CC(=O)c1ccc(NC(=O)C2CCCNC2=O)cc1 (centres undefined) | 7 | -3 | 8
Clc1ccccc1SCc1nc2ccccc2[nH]1 | 53* | 5 | -9
COc1nnc(-c2ccc(N3CCCCC3)c(N)c2)c2ccccc12 | 31 | -2 | 2
CC1Cc2ccccc2N1C(=O)CSC1=NCCS1 (centres undefined) | 14 | -14 | -1
CCCOC(=O)C1=C(C)NC2=C(C(=O)C(C(=O)OC)C(C)C2)C1c1ccc(N(C)C)cc1 (centres undefined) | 9 | -4 | 8
CCCCn1c(-c2ccsc2)nc2c1c(=O)[nH]c(=O)n2CCC | 1 | -7 | -17
CCOC(=O)N1CCN(C(=O)C2CCCCC2)CC1 | 5 | 1 | -7
O=C(Oc1cccc2ccccc12)c1ccco1 | -6 | 10 | -11
c1ccn2c(Cc3nnc4ccccn34)nnc2c1 | -1 | 1 | 0
CC(=O)N=c1cccc(NC(C)=O)n1O | -3 | -3 | 8
O=C(c1ccccn1)N1CCN(c2ccc(C(F)(F)F)cn2)CC1 | -10 | -8 | -4
N#C/C(=C\c1ccco1)Sc1nc2ccccc2s1 | 4 | 2 | -5
COC(=O)c1ccccc1NC(=O)N1CCN(C(=O)c2ccco2)CC1 | -1 | -6 | 2
CCOC(=O)c1ccc(NC(=O)Nc2ccc3c(c2)OCCO3)cc1 | 11 | -6 | 8
CCn1cc(C(=O)N2CC(C)CC(C)C2)c(=O)c2cc(S(=O)(=O)N3CCOCC3)ccc21 (centres undefined) | 3 | 11 | 3
CC(C)CC(C(=O)Nc1oc(-c2ccccc2)c(-c2ccccc2)c1C#N)N1C(=O)c2ccccc2C1=O (centres undefined) | 0 | -3 | 5
COc1ccc(C(C)=O)c(OC(=O)c2ccc(OC)c(OC)c2)c1 | -6 | 15 | 3
Cc1nnc2sc(-c3ccc(NC(=O)c4ccc(-c5ccc(Cl)cc5Cl)o4)cc3)nn12 | 0 | -3 | -1

3 entries already listed, sorted by length of the SMILES, largest number first:
SMILES | esBAF inh | FN deposit inh | RAD54 branch
CCCCn1c(-c2ccsc2)nc2c1c(=O)[nH]c(=O)n2CCC | 1 | -7 | -17
CCOC(=O)N1CCN(C(=O)C2CCCCC2)CC1 | 5 | 1 | -7
c1ccn2c(Cc3nnc4ccccn34)nnc2c1 | -1 | 1 | 0

Carrying on.
SMILES | esBAF inh | FN deposit inh | RAD54 branch
O=C(c1cccc(N2C(=O)C3CC=CCC3C2=O)c1)N1CCN(c2ccccc2)CC1 (centres undefined) | 2 | -11 | -4
CC(C)NC(=O)COC(=O)c1ccc(NS(=O)(=O)c2ccc3c(c2)OCCO3)cc1 | -3 | 13 | 2
O=C1N(O)C2(C=CCCC2)/C(=N\O)C12CCCCC2 (centres undefined) | -10 | 3 | -10
Cn1c2ccccc2n2c(=O)c(=O)n(CC(=O)c3ccc(F)cc3)nc12 | -1 | 7 | 15
COc1ccc(Cc2nn3c(Cn4nnc5ccccc54)nnc3s2)cc1 | 5 | -5 | 8
COc1cccc(CN(C(=O)c2cc3ccccc3oc2=O)C2CC2)c1 | 57* | 3 | -1
C=CCOC(=O)CN1C(=O)c2ccccc2C1=O | 5 | 1 | 4
Cc1ccc(-c2ccc(NC(=O)C3C4C=CC(C4)C3C(=O)O)cc2)o1 (centres undefined) | 59* | 11 | 0
Cc1nnc(SCC(=O)c2cc(C)n(-c3c(C)n(C)n(-c4ccccc4)c3=O)c2C)s1 | 8 | -2 | 2
O=C(Nc1ccccc1)N1CCc2ccccc21 | 39 | -4 | -4
COc1ccc(NC(=O)COC(=O)CCCc2c[nH]c3ccccc23)cc1 | -4 | -6 | -1
CCOc1ccc(Nc2nc3c(c(=O)[nH]2)CCC3)cc1 | 3 | -4 | 10
COc1ccc(C(O)(C(=O)NNc2ccc(C)cc2)c2cccs2)cc1 (centres undefined) | 3 | 10 | 6
CCOC(=O)N1CCN(c2nc(C)c3c(n2)CCCC3=O)CC1 | 21 | -6 | -4
Clc1cccc(-c2ccc(/C=N/n3cnnc3)o2)c1 | -8 | -2 | -2

Structures listed so far shown as hits in esBAF inh:
| SMILES | esBAF inh |
| --- | --- |
| CCOc1ccc(Nc2oc(-c3ccc(Cl)cc3)nc2C#N)cc1 | 67* |
| COc1cc(NC(=O)c2ccccc2)cc(OC)c1 | 65* |
| Clc1ccccc1SCc1nc2ccccc2[nH]1 | 53* |
| COc1cccc(CN(C(=O)c2cc3ccccc3oc2=O)C2CC2)c1 | 57* |
| Cc1ccc(-c2ccc(NC(=O)C3C4C=CC(C4)C3C(=O)O)cc2)o1 (centres undefined) | 59* |
